Nrf2 activator: activates Nrf2 signaling; AREc32 ARE-luciferase reporter (MCF7-derived line), luminescence, 24 h; Potency, µM (series often up to 46.1 µM), for inactives: at the highest dose activation, usual class: activators; hit rate 0.31% among 410,000; AID 624171; also: potency is read from the fitted curve at half-maximal effect; % of control where 0% means no effect; nearly all actives have a fitted effect of over 65% in size
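ARE activation measured as luciferase luminescence (Steady-Glo, 30 min RT) in AREc32_Fluc cells after 24 hr compound exposure at 37 deg C, 5% CO2; cells seeded overnight at 1000/well in OPTI-MEM, 5% FBS.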
HepG2 tox: counter-screen for TGF-b inhibitors: cytotoxicity in HepG2 cells | HepG2 CAGA-GFP viability, ATP luminescence, 18 h | Potency, µM (top dose mostly 46.1 µM), for inactives: at the top dose activity change, negative = cytotoxicity, hits mostly cytotoxic | hit rate 0.76% among 410,000 | AID 588856; also: potency is read from the fitted curve at half-maximal effect; some results filed as inactive show a strong effect at the top dose
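CellTiter-Glo luminescence gave cytotoxicity after 18 hours at 37 degrees C. The cells were HepG2 CAGA-GFP in 1% FBS DMEM, stimulated with 500 pg/mL TGF-beta after compound addition. %Activity was normalised to no-cell wells (complete cell-killing) and DMSO (no toxicity), and curves were fitted and classified.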
Nrf2 block: blocks Nrf2 signaling; hit rate 2.1% among 360,000; A549 ARE-Fluc reporter, luciferase luminescence, 18-24 h; Potency, µM (titrated, usually from 46 µM), for the others: at the top dose activity change, negative = inhibition, actives largely listed as inhibitors; AID 504444; also: potency is read from the fitted curve at half-maximal effect; % is scaled to controls: 0 for no effect and ±100 for the full control effect; nearly all actives have a fitted effect of over 60% in size
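Concentration-response testing used A549 ARE_Fluc cells at 5000 cells/well. Following an 18-24 h compound incubation, viability was read by fluorescence (Ex 405/Em 525) and luciferase output by luminescence.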
IL2 activator: activators of IL-2; IL-2 activation reporter assay, cell-based qHTS; stimulated with anti-CD3/CD4/CD28 beads; in transgenic mouse T cells; hit rate 0.065% among 360,000; activation, % (series mostly up to about 46 µM); in the data active = activation above about 50%; inconclusive = mostly about 30% to 49%; also: 0% is about no effect
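Unstimulated transgenic mouse T cells, 750 per well, received compound and, after 60 minutes, anti-CD3/anti-CD4 bead plus anti-CD28 stimulation. EGFP and DsRed were quantified after 18 hours.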
A549 viability: A549 cytotoxicity, counter-screen for Nrf2 inhibitors | hit rate 0.16% among 390,000 | AID 504648 | A549 ARE-Fluc cells, CellTiter-Fluor viability, 18-24 h | Potency, µM (series often up to 46 µM), without a hit: at the highest dose activity change, negative = cytotoxicity, usual class: inhibitors; also: potency is read from the fitted curve at half-maximal effect; % is scaled to controls: 0 for no effect and ±100 for the full control effect
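A549 ARE_Fluc cells in 5% FBS OPTI-MEM were exposed to compounds in concentration-response for 18-24 h at 37 deg C. Viability was read by CellTiter-Fluor fluorescence (Ex 405/Em 525) after 30 min, before the luciferase read.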
TGFb SMAD3 inh: blocks TGF-b signaling; Potency, µM (titrated, usually from 46.1 µM), for inactives: top-dose activity, negative = inhibition, actives largely listed as inhibitors; hit rate 1.2% among 410,000; HepG2 CAGA-GFP TGF-b/SMAD3 reporter, GFP fluorescence, 18 h; TGF-beta stimulated, 500 pg/mL final; also: potency is read from the fitted curve at half-maximal effect; % is scaled to controls: 0 for no effect and ±100 for the full control effect; nearly all actives have a fitted effect of over 65% in size
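Using HEPG2 CAGA-GFP reporter cells at 1000 cells/well, we pinned test compounds, stimulated with recombinant TGF-beta (500 pg/mL final) and measured total well GFP after 18 h.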
EPAC2 agonist: activates human EPAC2 exchange factor; Q8WZA2; EPAC2 activation, biochemical qHTS; response scale: 100% = 6.5 mM cAMP response; Potency, µM (doses to about 154 µM), inactives show top-dose activation, usual class: activators; hit rate 0.079% among 360,000; AID 720711; also: potency is read from the fitted curve at half-maximal effect; nearly all actives have a fitted effect of over 50% in size
Target sequence (Q8WZA2 whole entry, looked up): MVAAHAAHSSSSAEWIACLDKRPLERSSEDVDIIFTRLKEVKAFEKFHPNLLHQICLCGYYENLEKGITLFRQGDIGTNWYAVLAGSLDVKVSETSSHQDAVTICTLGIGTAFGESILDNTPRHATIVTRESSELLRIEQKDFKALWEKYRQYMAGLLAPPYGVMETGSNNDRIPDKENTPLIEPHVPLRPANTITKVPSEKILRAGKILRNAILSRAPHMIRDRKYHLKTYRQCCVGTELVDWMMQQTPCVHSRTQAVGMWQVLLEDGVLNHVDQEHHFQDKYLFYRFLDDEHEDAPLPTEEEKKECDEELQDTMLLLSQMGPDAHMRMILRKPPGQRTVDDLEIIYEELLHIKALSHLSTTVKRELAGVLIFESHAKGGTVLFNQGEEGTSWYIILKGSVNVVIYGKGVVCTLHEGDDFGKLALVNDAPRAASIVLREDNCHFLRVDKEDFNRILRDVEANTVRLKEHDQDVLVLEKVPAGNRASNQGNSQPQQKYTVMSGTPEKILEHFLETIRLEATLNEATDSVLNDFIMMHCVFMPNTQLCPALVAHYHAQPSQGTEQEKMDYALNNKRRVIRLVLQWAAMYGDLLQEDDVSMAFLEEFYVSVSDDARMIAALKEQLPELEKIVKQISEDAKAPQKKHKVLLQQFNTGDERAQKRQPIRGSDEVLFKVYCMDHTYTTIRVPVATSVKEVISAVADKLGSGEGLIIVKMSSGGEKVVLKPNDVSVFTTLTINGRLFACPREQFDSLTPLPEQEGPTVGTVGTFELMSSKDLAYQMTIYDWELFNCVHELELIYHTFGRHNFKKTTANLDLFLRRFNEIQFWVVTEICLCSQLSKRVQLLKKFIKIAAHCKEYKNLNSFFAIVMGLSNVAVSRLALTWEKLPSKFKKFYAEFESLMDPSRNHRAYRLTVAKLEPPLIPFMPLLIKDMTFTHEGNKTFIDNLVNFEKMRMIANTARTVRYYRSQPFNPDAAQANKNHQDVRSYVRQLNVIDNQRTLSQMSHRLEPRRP
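Fluorescence exchange assay: 100 nM EPAC2 with 250 nM RAP1B-BODIPY-GDP and 50 uM GDP; compounds tested as a concentration-titration series (qHTS). Loss of Rap1-bound BODIPY-GDP fluorescence read at 480/540 nm; data normalized to 6.5 mM cAMP.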
ATXN2 expr inh: inhibitors of ATXN2 expression; HEK-293 ATXN2-luciferase reporter, luminescence, 24 h; Potency, µM (series often up to 57 µM), for the others: at the top dose activity change, negative = inhibition, most hits filed as inhibitors; hit rate 0.72% among 360,000; AID 1745845; also: potency is read from the fitted curve at half-maximal effect; % is scaled to controls: 0 for no effect and ±100 for the full control effect; nearly all actives have a fitted effect of over 55% in size
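ATXN2-luciferase reporter cells (luciferase flanked by upstream and downstream ATXN2 gene portions) were treated 24 h at 37 °C with compounds at up to 57 uM. SteadyGlo luminescence gave expression; GF-AFC fluorescence gave viability.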
S2 tox: cell viability loss in ATXN counter-screen; hit rate 0.49% among 400,000; S2 cells (HEK-293 line with an ATXN2-luciferase reporter) viability, CellTiter-Fluor protease fluorescence, 24 h; Potency, µM (highest dose often 56.7 µM), actives largely listed as cytotoxic; also: potency is read from the fitted curve at half-maximal effect; nearly all actives have a fitted effect of over 40% in size
Numbers without * were called inactive; i = inactive; u = inconclusive; x = not tested or not shown; & = joins results of further samples; [ ] = another dose, or the depositor's remark. Unless noted, calls follow the shape of the dose curve; as a rule, active = well fitted curve in the direction sought with a large enough effect; inconclusive = small, poorly fitted or top-dose-only effect, or another doubt; inactive = no such curve, though single readings can be large; an effect the other way counts as inactive or inconclusive.

Values in the order: Nrf2 activator	HepG2 tox	Nrf2 block	IL2 activator	A549 viability	TGFb SMAD3 inh	EPAC2 agonist	ATXN2 expr inh	S2 tox
Cc1ccc(-c2ccc(SCC(=O)NC3CCCCC3)nn2)cc1
    2.2%	-8%	4%	0.4	6%	-3%	-1%	20%	i
Cc1ccc(NS(=O)(=O)c2ccc3nc(-c4ccccc4)[nH]c3c2)cc1Cl
    -1.2%	16µM*	u	x	u	u	x	u	u
CCCc1sc(N)nc1-c1ccc(Cl)cc1
    2.7%	-40%	8%	3.5	-3%	u	-4%	-6%	u
CCOC(=O)C1(C(F)(F)F)N=C(c2ccccc2F)OC(N(C)C)=N1 (configuration not stated)
    0.8%	-9%	6%	0.9	-2%	-13%	2%	x	i
CCOc1ccc(NC(=O)N2CCN(S(C)(=O)=O)CC2)cc1
    0.0%	-11%	18%	0.5	7%	-15%	10%	6%	i
CCN(CC)C(=O)c1cccc(-c2csc(C(O)c3cccc(Cl)c3)n2)c1 (configuration not stated)
    0.1%	-24%	x	-0.9	x	u	15%	-15%	u
O=S(=O)(c1ccc(C2CCCCC2)cc1)N1CCN(c2cc(Cl)ccc2Cl)CC1
    -2.1%	0%	0%	x	2%	4%	x	5%	i
Cc1ccc(CNc2ncnc3ccc(-c4ccc(CO)o4)cc23)o1
    0.7%	-6%	x	-1.1	x	-28%	-5%	-7%	i
CCOc1ccc2[nH]c3nc(SCC(=O)NC4CCCC4)nnc3c2c1
    -0.5%	3%	4%	-0.3	-1%	-2%	-6%	-1%	i
Cc1n[nH]c(C)c1N1C(=O)c2cccc3c(Br)ccc(c23)C1=O
    17%	-4%	4%	-0.6	2%	0%	-4%	-17%	x
CC(=O)N(c1nnc(-c2ccc(C)cc2)s1)C1CCCC1
    -0.7%[9.22 µM]	-9%	0%	-3.5	8%	4%	3%	17%	i
O=C(Nc1ccc(Oc2ccc(NC(=O)Nc3ccc([N+](=O)[O-])cc3)cc2)cc1)Nc1ccc([N+](=O)[O-])cc1
    -0.7%	-15%	16µM*	-5.9	u	u	2%	u	i
CCOC(=O)c1c(O)cc(OC)cc1CCc1ccccc1
    1.3%	-1%	5%	-0.3	-9%	-6%	7%	3%	i
COC(=O)C1=C(C)NC(=O)/C1=C\c1ccc2c(c1)OCO2
    24%	-22%	6%	-2.6	-10%	-13%	8%	24%	i
Fc1cccc(Cl)c1CNC(c1ccccc1)c1ccccc1
    0.0%	-53%	u	-1.4	-19%	u	20%	-12%	i
C=CCN1[C@@H](Cc2ccccc2)COCCS1(=O)=O
    -0.6%	0%&52%	5%	0.1	3%	-12%&42%	5%	2%	i
Cc1cc2nc3s/c(=C/c4ccc(-c5ccccc5C(=O)O)o4)c(=O)n3c2cc1C
    -0.3%	-13%	-2%	8.3	-9%	24%	-3%	x	i
C/C(=N\NC(=O)CSc1nc2ccccc2s1)c1ccco1
    7.1µM*	-11%	8%	-0.5	19%	-26%	0%	36%	i
CN(C)c1ncnc2c1ncn2-c1ccccc1
    3.6%	-19%	25%	-2.8	5%	-1%	10%	32%	i
CCCCCn1nc(C)c(/C=N\NC(=O)c2cc(C)oc2C)c1C
    -0.2%	-23%	6%	-2.1	-2%	-20%	3%	5%	i
CCCNc1nc2c(c(=O)[nH]c(=O)n2C)n1CCOc1ccccc1
    -0.6%	-12%	-27%	-0.6	1%	6%	-4%	-15%	i
COc1ccc(C2C(C(=O)Nc3ccccc3)=C(C)Nc3nc(CCCO)nn32)cc1 (configuration not stated)
    -0.4%	-15%	-6%	-1.8	4%	-7%	2%	-3%	i
Cc1ccc(/C=N/NC(=O)c2nnn(-c3nonc3N)c2CN(C)C2CCCCC2)cc1
    0.9%	-8%	5%	-0.2	-13%	10%	4%	x	u
Cc1c(NC(=O)COC(=O)Cc2ccc(Br)cc2)c(=O)n(-c2ccccc2)n1C
    -0.2%	-3%	-7%	-0.4	7%	-6%	8%	-18%	i
COCCNC(=S)N/N=C(\C)c1cccc([N+](=O)[O-])c1
    13%	-22%	-2%	0.4	-2%	u	-12%	-1%	i
O=C(Cc1ccc(S(=O)(=O)N2CCOCC2)s1)N1CCN(c2ccc(C(F)(F)F)cc2[N+](=O)[O-])CC1
    7.2%	-6%	u	-4.4	-23%	-12%	-4%	-23%	u
CCOC(=O)C1=C(C)N(C)C(=S)NC1c1cccc(Cl)c1Cl (configuration not stated)
    -1.1%	7%	-2%	0.9	1%	4%	15%	-10%	i
O=C(NC(=S)Nc1ccc(-c2nc3ncccc3o2)cc1)c1ccccc1F
    0.2%	-4%	u	-0.4	0%	11%	8%	u	u
O=C1CN(C(=O)COC(=O)CNC(=O)c2ccc(Cl)cc2)c2ccccc2N1
    2.0%	-6%	u	-1.6	3%	8%	4%	x	i
COc1cccc(-c2cc(C(F)(F)F)nc(-n3ccc([N+](=O)[O-])n3)n2)c1
    0.1%	-1%	u	-0.2	-1%	u	4%	x	i
CCOCCn1c(N2CCN(c3ccccc3)CC2)nc2c1c(=O)n(C)c(=O)n2C
    -0.5%	-23%	0%	-1.8	-11%	u	0%	-2%	i
O=C(OCc1cn([C@@H]2CN(CC3CCCCC3)[C@@H](c3ccccc3)C[C@H]2O)nn1)c1ccccc1
    -1.2%	-6%	x	-1.2	x	3%	-2%	u	25µM*
O=S(=O)(CCN1CCOCC1)c1ccc(Cl)cc1
    9.6%	-21%	-9%	-2.2	7%	14%	14%	-10%	i
O=C(Cn1c(-c2cccs2)cc2cc(Cl)ccc21)N1CCCCC1
    20%	-17%	0%	x	1%	0%	x	-8%	u
CC1CN=C(NC(=O)c2cccc([N+](=O)[O-])c2)S1 (configuration not stated)
    8.4%	0%	u	2.0	-2%	0%	10%	x	i
O=C(Nc1ccc(N2C(=O)c3cccc4cccc(c34)C2=O)cc1)c1ccc(N2CCCCC2)c([N+](=O)[O-])c1
    0.2%[9.22 µM]	-9%	-8%	-0.2	2%	-30%	-4%	-7%	i
Cc1cccc(NC(=O)CSc2nnc3ccc(-c4ccccn4)nn23)c1
    -0.8%	14%	u	-1.7	-5%	14%	3%	-14%	i
O=C(/C=C/c1cccc([N+](=O)[O-])c1)NCCN1C(=O)S/C(=C\c2ccc(F)cc2)C1=O
    3.3%	-6%	-20%	-2.1	-11%	0%	-7%	-4%	i
COc1cccc(N2CCN(c3ccc(S(=O)(=O)N4CCCC4)cc3)CC2)c1
    0.0%	-30%	u	-0.8	13%	-6%	-3%	5%	i
Cn1cc(Br)c(C(=O)NNC(=O)c2ccccc2)n1
    0.2%	3%	7%	0.1	6%	2%	16%	8%	i
Cc1ccccc1NC(=O)C(=O)NCCc1ccccc1
    -0.9%	16%	6%	0.4	2%	9%	3%	1%	i
CNc1cc(-c2ccc(OC)nc2)ncn1
    -0.3%	7%	x	0.3	x	10%	7%	18%	i
Cc1cc2nc(C)n(CCCNC(=O)Nc3ccc(F)cc3)c2cc1C
    -0.3%	-8%	u	-0.9	-11%	-10%	-12%	-14%	i
COc1ccc(NC2CCCN(C(=O)c3ccc(OC)cc3OC)C2)cc1 (configuration not stated)
    2.1%	-51%	1%	0.5	-4%	-4%	10%	-2%	i
COc1ccccc1CNC(=O)CSc1nc2nc(C)c(Cc3ccccc3Cl)c(C)n2n1
    3.9%	-22%	4%[9.27 µM]	x	0%	-19%	x	-6%	u
O=C(NC1(Cc2ccc(O)cc2)CCCCC1)c1ccccc1
    -0.2%	-67%	20%	1.2	2%	-5%	5%	2%	i
CCOC(=O)c1cc(C)sc1NC(=O)CCC(=O)O
    -0.4%	-23%	-9%	-1.9	6%	26%	3%	12%	i
CCCCn1c(=O)[nH]c2ccccc21
    0.8%	-5%	-7%	-2.0	1%	-8%	5%	1%	i
COc1cccc2cc(C(=O)Nc3cccc(C)n3)c(=O)oc12
    u	-2%	u	0.7	4%	3%	5%	8%	i
O=[N+]([O-])c1ccc(Nc2c3ccccc3nc3ccccc23)cc1
    18%	-21%	u	-0.6	u	u	-2%	-26%	i
CC(C)COC(=O)Nc1nnc(SCc2ccccc2F)s1
    0.0%	-9%	u	-1.3	x	-2%	9%	-16%	i

An excerpt of these results, as labelled records:
Cc1c(NC(=O)COC(=O)Cc2ccc(Br)cc2)c(=O)n(-c2ccccc2)n1C
  Nrf2 activator: -0.2% | HepG2 tox: -3% | Nrf2 block: -7% | IL2 activator: -0.4 | A549 viability: 7% | TGFb SMAD3 inh: -6% | EPAC2 agonist: 8% | ATXN2 expr inh: -18% | S2 tox: i

COCCNC(=S)N/N=C(\C)c1cccc([N+](=O)[O-])c1
  Nrf2 activator: 13% | HepG2 tox: -22% | Nrf2 block: -2% | IL2 activator: 0.4 | A549 viability: -2% | TGFb SMAD3 inh: u | EPAC2 agonist: -12% | ATXN2 expr inh: -1% | S2 tox: i

O=C(Cc1ccc(S(=O)(=O)N2CCOCC2)s1)N1CCN(c2ccc(C(F)(F)F)cc2[N+](=O)[O-])CC1
  Nrf2 activator: 7.2% | HepG2 tox: -6% | Nrf2 block: u | IL2 activator: -4.4 | A549 viability: -23% | TGFb SMAD3 inh: -12% | EPAC2 agonist: -4% | ATXN2 expr inh: -23% | S2 tox: u

CCOC(=O)C1=C(C)N(C)C(=S)NC1c1cccc(Cl)c1Cl (configuration not stated)
  Nrf2 activator: -1.1% | HepG2 tox: 7% | Nrf2 block: -2% | IL2 activator: 0.9 | A549 viability: 1% | TGFb SMAD3 inh: 4% | EPAC2 agonist: 15% | ATXN2 expr inh: -10% | S2 tox: i

Compound activity from PubChem BioAssay.
